GRK2 inh: compounds blocking aptamer binding on GRK2 – biochemical, human GRK2, bead flow cytometry, HTS, primary screen; Beta-adrenergic receptor kinase 1 (Homo sapiens), P25098; FAM-aptamer displacement from GRK2; inhibition of aptamer binding, % at 10 µM; 0.59% of 330,000 active; AID 488847, 2010;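 active = inhibition of aptamer binding above 40%, roughly 3 SD of noise, on plates passing a quality check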;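 also: median bead fluorescence of bound FAM aptamer so fluorescent compounds give negative values; no value below 0 was filed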
Target sequence (P25098 whole entry, looked up): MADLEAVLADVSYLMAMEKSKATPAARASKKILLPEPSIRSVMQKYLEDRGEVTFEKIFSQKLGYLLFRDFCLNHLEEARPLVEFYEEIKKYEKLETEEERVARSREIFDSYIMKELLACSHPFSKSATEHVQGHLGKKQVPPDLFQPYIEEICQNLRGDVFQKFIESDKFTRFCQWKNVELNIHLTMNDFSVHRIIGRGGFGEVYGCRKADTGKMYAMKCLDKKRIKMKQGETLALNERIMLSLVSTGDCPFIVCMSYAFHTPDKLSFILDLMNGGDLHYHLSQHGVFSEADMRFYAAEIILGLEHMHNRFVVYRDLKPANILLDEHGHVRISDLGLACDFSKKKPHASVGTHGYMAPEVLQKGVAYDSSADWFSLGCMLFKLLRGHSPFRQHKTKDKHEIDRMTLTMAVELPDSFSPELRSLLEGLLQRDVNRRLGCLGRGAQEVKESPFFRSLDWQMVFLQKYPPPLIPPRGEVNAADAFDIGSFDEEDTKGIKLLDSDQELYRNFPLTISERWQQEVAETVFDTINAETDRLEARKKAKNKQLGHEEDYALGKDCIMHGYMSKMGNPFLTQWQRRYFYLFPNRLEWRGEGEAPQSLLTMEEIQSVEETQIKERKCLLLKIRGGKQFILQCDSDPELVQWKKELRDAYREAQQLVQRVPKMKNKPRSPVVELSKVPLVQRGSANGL
HCV core dimer: inhibitors of HCV core protein dimerization, primary screen, biochemical, TR-FRET, high-throughput; 0.33% of 300,000 active; inhibition, % at 5 µM; TR-FRET GST/Flag-core106 dimerization, 1536-well;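 active = inhibition above the mean of all tested compounds plus 3 SD, set per screening campaign, cut at about 45% in these data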
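test system = GST/Flag-tagged HCV core106 proteins | probe or stimulus = Eu donor and XL665 acceptor anti-tag antibodies | times = compound-protein-antibody incubation 4 h at 22.5 °C | signal = TR-FRET, excitation 340 nm, emission 617 and 671 nm | measure = percent inhibition of core106 dimerization signal | controls = wells lacking GST-core106 and wells with excess unlabelled core106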
procasp7 counter: procaspase-7 activators, primary screen, counter-screen for procaspase-3 activator project, biochemical, absorbance, HTS, human. activation, % at 8.5 µM. recombinant procaspase-7, Ac-DEVD-pNA absorbance 405 nm; D23A/D198A/D206A triple mutant, cannot self-cleave; scale: DMSO 0, 5 µM enzyme 100. 0.093% of 330,000 active. AID 463210, 2010;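 active = percent activation above the screen-wide mean plus 3 SD, cut at about 25% in these data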
Target sequence (P55210 whole entry D23A/D198A/D206A): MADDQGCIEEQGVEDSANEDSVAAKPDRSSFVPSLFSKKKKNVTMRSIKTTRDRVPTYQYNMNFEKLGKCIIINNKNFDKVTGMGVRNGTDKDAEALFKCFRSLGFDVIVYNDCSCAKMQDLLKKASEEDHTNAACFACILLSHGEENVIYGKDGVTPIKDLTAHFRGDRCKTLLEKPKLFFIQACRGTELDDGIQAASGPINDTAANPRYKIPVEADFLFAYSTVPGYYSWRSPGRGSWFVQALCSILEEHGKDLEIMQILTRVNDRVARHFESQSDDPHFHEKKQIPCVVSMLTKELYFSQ
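Test system: Procaspase-7 triple mutant (PC-7 D3A). Also added: Ac-DEVD-pNA substrate, 400 µM as added. Schedule: 1 h enzyme–compound preincubation and 2 h substrate reaction, both 25 °C. Signal: p-Nitroaniline absorbance at 405 nm, read at 0 and 120 min. Control set: low DMSO alone, high DMSO plus 5 µM PC-7.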
procasp3 activ: activators of human procaspase-3 D3A mutant, primary screen, biochemical, absorbance, PC-3 D3A mutant, single concentration. recombinant procaspase-3 D3A, Ac-DEVD-pNA absorbance 405 nm. Caspase-3 (Homo sapiens), P42574. 0.11% of 330,000 active. AID 463141, 2010. activation, % at 8.5 µM;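 active = activation above the mean of all tested compounds plus 3 SD, cut at about 21% in these data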;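 also: 0% = DMSO alone and 100% = DMSO wells spiked with extra 5 µM PC-3 D3A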
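Test system: Procaspase-3 D3A mutant, all three cleavage aspartates alanine | Dosing: Single dose, 8.5 µM nominal compound, 0.8% DMSO | Schedule: 1 h preincubation, 2 h reaction | Technique: 405 nm absorbance of p-nitroaniline, reads at 0 and 120 min | Repeats: One well per compound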
GASC-1 inh: inhibitors of GASC-1 histone demethylase, primary screen, biochemical, fluorescence, DELFIA europium. Lysine-specific demethylase 4C (Homo sapiens), Q9H3R0. 0.069% of 330,000 active. GST-JMJD2C(1-420) H3K9me3 demethylation. inhibition, % at 2.35 µM;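 active = more than half of a compound's replicate wells show inhibition beyond 50%, single wells judged on their own value; inconclusive = some, but no more than half, of replicates pass 50% inhibition; inactive = no replicate passes 50% inhibition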;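 also: signal counts dimethyl H3K9 product captured on neutravidin plate; 0% = median of DMSO wells and 100% = 0.3 times that DMSO median; strong numbers were not always called active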
PP5 primary: PP5 phosphatase inhibitors, primary screen, biochemical, fluorescence | Serine/threonine-protein phosphatase 5 (Homo sapiens), P53041 | purified PP5c, OMFP substrate fluorescence | inhibition, % at 6.7 µM | 0.18% of 320,000 active | AID 1987, 2009;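 active = inhibition above the campaign's mean inhibition across all tested compounds plus 3 SD, cut at about 9.5% in these data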;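 also: 0% = DMSO only and 100% = 100 µM cantharidin control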
VLA-4 inh: inhibition in human VLA-4 binding assay, primary screen, VLA-4 allosteric modulator project, MLPCN library, flow cytometry, VLA-4 expressing cells; Integrin alpha-4 (Homo sapiens), P13612; ligand binding flow cytometry; inhibition, % (about 7 µM as worked out from the volumes in the protocol); 0.2% of 330,000 active; AID 2557, 2010; in the data active = inhibition above about 50%
PP1 counter: PP1-alpha phosphatase inhibitors, primary screen, counter-screen for PP5 inhibitor project, biochemical, fluorescence, OMFP substrate, single point | Serine/threonine-protein phosphatase PP1-alpha catalytic subunit (Homo sapiens), P62136 | purified PP1alpha | inhibition, % at 6.7 µM | 0.9% of 320,000 active | AID 2235, 2010;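 active = inhibition above the mean inhibition of all tested compounds plus 3 SD, computed separately for each screening campaign, cut at about 15% in these data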
Fh CTSL1 inh: Fasciola hepatica cathepsin L1 inhibitors, primary screen, counter-screen for PFM18AAP inhibitor project, biochemical, QFRET, fluorogenic peptide substrate; recombinant F. hepatica cathepsin L1, Z-Leu-Arg-MCA fluorescence; inhibition, % at 5.96 µM; 0.49% of 300,000 active; AID 1906, 2009;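 active = inhibition above the mean of all tested compounds plus 3 SD, set per screening campaign, cut at about 17% in these data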;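 also: 0% = plate median of test compound wells and 100% = 1 µM Z-Phe-Ala-diazomethylketone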
An asterisk follows results filed as active; ? = inconclusive; nt = not tested or not shown; & = joins results of further samples.

Molecule	GRK2 inh	HCV core dimer	procasp7 counter	procasp3 activ	GASC-1 inh	PP5 primary	VLA-4 inh	PP1 counter	Fh CTSL1 inh
COc1ccc(CC(=O)NNC(=S)NCC2CC2)cc1OC	2	-1	9	-11	-2	0.1	1	-5	1
O=C(Nc1ccc(S(=O)(=O)Nc2ncccn2)cc1)c1ccc(F)c(S(=O)(=O)N2CCOCC2)c1	0	-1	9	-1	1	1.0	0	-2	0
CC(=O)c1ccc(N2CCN(C(=O)C3CCCN3S(=O)(=O)c3cccc4nsnc34)CC2)cc1 (stereo not drawn)	1	-2	-4	-2	-3	-1.2	0	-1	-1
O=C(c1cnn(-c2ccccc2)c1)c1cc(Br)ccc1O	6	nt	4	-6	5	1.8	14	2	nt
CN(C)/C=N/c1c(C#N)cnn1-c1ncnc2sc(-c3ccccc3)cc12	0	5	-6	9	-1	-0.3	-4	0	7
COc1ccc(CNC(=O)[C@@H](NC(=O)C2CCN(C(=O)[C@@H](N)CC(C)C)CC2)C(C)C)cc1	0	1	-1	10	2	0.7	22	-3	-4
CC(C)Sc1nc2c([nH]1)c(=N)ncn2Cc1ccccc1	81*	-2	7	-5	5	-0.7	-3	-2	2
COc1ccccc1-n1c(=O)c(C#N)c(-c2ccc([N+](=O)[O-])cc2)c2cc(C(=O)c3cc(F)ccc3O)cnc21	1	49*	4	6	3	5.3	5	0	3
Cc1noc(C)c1-c1nc(CS(=O)(=O)c2ccc(Cl)cc2)no1	1	-1	1	-4	14	-0.3	28	-2	0
O=C(NC(=S)Nc1ccc(Br)cc1F)C1CCCCC1	0	nt	-8	-7	-2	nt	-3	nt	nt
CCCOC(=O)CSC1=C(C#N)C(c2ccccc2OC)C(C#N)C(=O)N1 (stereo not drawn)	2	-1	4	0	4	0.7	13	1	-5
COc1ccc(C(=O)NCC(=O)NCC(=O)OCC(=O)c2ccc(C)cc2)cc1	4	-2	2	3	3	-2.4	12	0	-7
CCN(CC)S(=O)(=O)c1cccc(-c2n[nH]c(=S)n2CC(C)C)c1	1	3	-27	-4	-46	0.2	11	-5	2
O=C1C(C=NCCN2CCOCC2)=C(O)c2ccccc21	0	5	-7	1	2	0.6	nt	-3	7
O=C(NCCN1CCCC(O)C1)c1cc(COc2c(F)cccc2F)on1 (stereo not drawn)	1	1	0	1	1	-1.0	4	-3	2
COc1ccc(CNc2ccc(C)cc2)cc1Br	0	2	-4	-7	-23	0.4	4	-2	-2
O=C(COC(=O)C1=COCCO1)Nc1ccc([N+](=O)[O-])cc1C(F)(F)F	6	nt	-7	2	nt	-2.7	-7	-6	nt
COc1ccccc1NC(=S)NCc1ccc(F)cc1	2	-4	-1	5	3	1.1	-2	-1	-4
C=CCN(CC=C)C(=O)CN1C(=O)NC(C)(c2ccc3cc(OC)ccc3c2)C1=O (stereo not drawn)	23	3	3	-1	8	0.8	-1	3	-1
Cc1cccc(-c2nc(Nc3ccc(N4CCOCC4)cc3)c3ccccc3n2)c1	3	-20	1	3	1	3.7	15	3	2
Cc1c(C(=O)N2CC3(CC(c4cccc(NC(=O)[C@H]5CCC(=O)N5)c4)=NO3)C[C@@H]2C(N)=O)cc([N+](=O)[O-])cc1[N+](=O)[O-] (stereo partly drawn)	1	11	-13	2	1	2.6	3	-4	-1
CC(NC(=O)c1cccc(S(=O)(=O)N2CCc3ccccc3C2)c1)c1ccco1 (stereo not drawn)	6	nt	-2	-5	19	3.4	-6	2	nt
CC(=O)N(c1cccc(C)c1)C1SC(=O)N(c2ccccc2)C1=O (stereo not drawn)	0	-3	-4	-1	3	-1.0	13	0	3
O=C(CN(c1ccc(F)cc1)S(=O)(=O)c1ccccc1)Nc1ccccc1C(=O)O	19	2	-4	-8	-8	-5.1	6	-10	-5
COCCCNCCOCCOc1ccc(C)cc1[N+](=O)[O-]	15	1	13	6	-2	0.5	-9	3	0
CC(Sc1nc(N2CCOCC2)nc(N2CCOCC2)n1)C(=O)Nc1ccccc1 (stereo not drawn)	0	2	3	8	4&-4	1.3	3	2	-3
CCOc1ccccc1Nc1nnc(SCC(=O)NC(=O)c2cccn2C)s1	0	30	1	0	8	0.5	-9	0	1
Cc1nc(SCc2ccc(Cl)cc2)ncc1C(=O)O	0	2	5	7	3	1.4	-6	3	0
O=C(CNC(=O)c1ccccc1Br)N/N=C/c1ccccc1O	0	2	-1	8	-2	-0.3	10	-1	5
Cc1cccc(N2CC(C)Cn3c2nc2c3c(=O)[nH]c(=O)n2C)c1 (stereo not drawn)	1	2	2	-12	-2	1.2	-9	-2	2
COc1ccc(NC(=O)CSc2nc3n[nH]c(C)c3c(=N)n2-c2ccc(Cl)c(C)c2)cc1OC	0	10	7	6	2	-0.5	-8	-4	0
CN(C)S(=O)(=O)c1ccc2c(c1)C(=O)c1cc(S(=O)(=O)N(C)C)ccc1CC2	0	nt	8	1	6	0.8	24	-3	nt
CC(C#N)Sc1ncnc2sc(-c3ccccc3)cc12 (stereo not drawn)	2	-19	-3	-6	2	4.6	13	3	0
COC(=O)[C@@H](NC(=O)NCc1ccccc1F)C(C)C	0	-4	13	5	10	0.8	14	-5	-1
Cc1ccc(OCCNC(=O)c2cccc(S(=O)(=O)N3CCN(C)CC3)c2)cc1	1	nt	-3	-1	2	1.8	4	1	nt
O=C(COC(=O)c1ccc2ncsc2c1)Nc1cc([N+](=O)[O-])ccc1Cl	0	nt	-7	2	3	0.9	12	2	nt
O=C(CCCN1C(=O)c2ccccc2C1=O)N1CCC(c2ccccc2)C1 (stereo not drawn)	0	6	7	-6	-2	6.8	-5	-3	2
CN=c1scc(-c2cccs2)n1/N=C/c1ccccc1O	0	-2	8	-3	-6	1.5	6	0	1
Cc1cc(C)nc(N2CCCC(C(=O)NCC(c3ccccc3)c3ccccc3)C2)n1 (stereo not drawn)	3	8	11	-5	-8	-1.4	1	-1	2
CNc1nc(Nc2ccc([N+](=O)[O-])cc2)nc(OCC(F)(F)F)n1	0	10	2	-2	-4	-0.1	10	-3	2
O=C(CCC1CCCN(C(=O)Cc2cccc(F)c2)C1)N1CCN(c2ccccn2)CC1 (stereo not drawn)	1	-3	-4	6	-5	-0.1	-5	-1	0
CC(C)(C)c1[nH]nc2c1C(c1ccccc1OC(=O)N1CCOCC1)C(C#N)=C(N)O2 (stereo not drawn)	6	-2	-3	10	-12	-0.2	7	-5	2
O=C(COc1ccc(Br)cc1Br)NNC(=O)c1cccs1	0	-3	2	2	-6	4.9	12	1	-5
Cc1ccc(NCN2C(=O)C3C4C=CC(C4)C3C2=O)cc1 (stereo not drawn)	0	-5	11	-6	-8	0.4	-1	0	1
CCCC(=O)Nc1nc2n(n1)C(c1ccccc1)CC(=O)N2 (stereo not drawn)	2	0	0	-1	4	-0.2	5	-3	1
C/C(=N\NC(=O)c1nn(C)cc1Br)c1cccc(NC(=O)C(C)(C)C)c1	0	-1	-4	4	10	-3.0	1	2	-2
Cn1c(-c2ccc3c(c2)OCO3)cnc1NCc1cccc(Cl)c1	0	-1	1	-8	-2	3.3	7	0	-5
COc1ccccc1NC(=O)c1cc2c(CO)cnc(C)c2oc1=Nc1ccccc1	0	5	2	4	17	4.3	-1	-1	-2
COc1ccc2nc(SCc3cnc(C)nc3N)[nH]c2c1	3	1	-5	6	7	3.0	6	-3	-2
Cc1cc(C)c(S(=O)(=O)c2ccccc2)c(Cl)n1	1	-3	3	10	6	0.0	-11	-1	-3
CCOC(=O)c1ccc(N(CC(=O)NC2CCCCC2)C(=O)CNC(=O)c2ccco2)cc1	3	-3	-9	4	0	3.9	-1	1	3
CC1CCN(C(=O)Cn2c(=O)oc3ccccc32)CC1	0	-1	-12	1	-18	0.3	0	2	-2
COc1ccc(C(c2nnnn2C(C)C)N2CCN(C(=O)c3ccco3)CC2)cc1 (stereo not drawn)	2	-6	-1	6	-7	0.7	18	-2	-1
Cc1ccc(N=C(c2cccs2)N2CCOCC2)cc1	1	-2	-2	12	-7	0.8	-8	0	2
COCCn1c(SCC(=O)NCc2ccccc2)nnc1-c1ccco1	2	8	-3	5	-5	3.0	-10	-2	-1
CC(C)NC(=O)c1cccc(C(F)(F)F)c1	0	-8	6	3	-6	-0.2	5	2	-1
O=c1[nH]c2ccsc2c(=O)n1-c1ccc(F)c(Cl)c1	2	1	7	-2	8	1.6	10	-3	0
Cc1nc2cc3ccccc3cc2c(=O)[nH]1	2	1	-1	9	-1	0.9	-4	-4	0
Cc1ccc(C)c(S(=O)(=O)N2CCCC2CNC(=O)C(=O)NCc2cccs2)c1 (stereo not drawn)	0	4	-3	-7	41	0.6	-2	-3	0
COc1cc2c(cc1OC)CN(CC(=O)Nc1ccc(C)c(C)c1)CC2	0	-4	17	10	10	1.6	7	0	-3

Other records.
Molecule	GRK2 inh	HCV core dimer	procasp7 counter	procasp3 activ	GASC-1 inh	PP5 primary	VLA-4 inh	PP1 counter	Fh CTSL1 inh
C[C@@H](C(=O)Nc1ccc2ccccc2c1)[C@@H]1C[C@@]1(C)[C@@H](NC(=O)c1cnccn1)c1ccccc1	5	5	-4	7	6	3.0	5	3	-3
CC(=O)CCC(=O)c1ccc2ccccc2c1	3	-8	8	-3	0	3.2	11	-2	-2
O=S(=O)(c1ccc(Oc2ccc(Cl)cc2)nc1)N1CCOCC1	0	-1	6	-2	-6	1.7	11	-2	0
COc1ccc(CCNC(C(=O)Nc2cc(C)cc(C)c2)c2ccccc2)cc1 (stereo not drawn)	3	3	-3	-2	-7	1.4	-2	4	-1
CCOc1ccc(N2C(=O)CC(SCCN)C2=O)cc1 (stereo not drawn)	1	-6	-23	-23	1	-0.1	-6	-4	-3
CC(C)NC(=O)c1ccc(COCC(F)(F)C(F)F)cc1	2	0	-2	1	?	1.6	12	-5	-1
O=C(OCc1ccc(Br)cc1F)c1cc2ccccc2oc1=O	0	1	4	8	-1	2.3	5	1	-2

Compound activity from PubChem.
